From PubChem
T cell HTS = T cell immune modulation candidate; 2C CD8+ T cell-vesicle binding, flow cytometry; active compounds read low; calls only at 7 µM; 330,000 tested, 0.068% active; AID 2052;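 active means response, share of CD8 T cells binding vesicles, and their 90th percentile fluorescence all below set limits, cut at about 80% in these data, passing the limit was not always enough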
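incubation = binding step 1.5 h, 37 °C, antibody labelling 20 min, ice | test system = 2C mouse CD8+ T cells | read-out basis = percent CD8+ FL2 mean versus row control | controls = Peptide-free naked vesicles (low) and QL9 vesicles with 0.7% DMSO vehicle (high) | detection = flow cytometry of vesicle-bound cells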
SV40 large T antigen = SV40 large T antigen inhibitors, biochemical (AID 1903); SV40 large T antigen ATPase/helicase inhibition assay; higher % means a stronger effect; one-dose inhibition, % at 20 µM; IC50 in µM for titrated hits; 310,000 tested, 0.39% active; in the data active means a potency from the dose series; further: strong numbers were not always called active
NTR1 agonist = agonists of NTR1, primary screen, imaging, U2OS cells, beta-arrestin-GFP, high content (AID 493036) | P30989 | NTR1-U2OS beta-arrestin-GFP spot imaging, agonist mode | activation, % at 20 µM | 330,000 tested, 0.17% active;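 active means activation at or above 40% of the spot to cytoplasm intensity ratio, with at least 20 cells analyzed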;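 further: 0% = DMSO without peptide and 100% = 100 nM NTR1 peptide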
Target sequence (P30989 whole entry, looked up): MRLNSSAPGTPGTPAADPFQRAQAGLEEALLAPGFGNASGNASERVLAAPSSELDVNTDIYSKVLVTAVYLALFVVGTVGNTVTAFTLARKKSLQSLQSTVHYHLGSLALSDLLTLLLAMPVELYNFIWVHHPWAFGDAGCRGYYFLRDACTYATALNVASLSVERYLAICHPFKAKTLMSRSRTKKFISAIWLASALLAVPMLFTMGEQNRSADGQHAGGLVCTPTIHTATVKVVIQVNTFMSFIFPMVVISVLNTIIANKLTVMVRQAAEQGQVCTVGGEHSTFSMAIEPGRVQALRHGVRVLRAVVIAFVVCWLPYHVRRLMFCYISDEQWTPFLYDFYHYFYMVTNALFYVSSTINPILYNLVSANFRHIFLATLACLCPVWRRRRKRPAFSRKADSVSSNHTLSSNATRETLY
Dengue-2 NS5 capping = Dengue-2 NS5 methyltransferase inhibitors, primary screen, biochemical, confirmation dose response (AID 588689) | Dengue-2 NS5 methyltransferase capping enzyme assay, biochemical; higher % means a stronger effect | inhibition, % at 25 µM, or IC50 in µM where a hit was titrated | 340,000 tested, 0.3% active; in the data active means a potency from the dose series
West Nile virus CPE = inhibition of WNV-induced cytopathic effect – cell-based, CPE readout (AID 1621) | West Nile virus-infected cells, CPE inhibition; higher % means a stronger effect | 290,000 tested, 0.02% active | CPE inhibition, % at 10 µM; hits with a dose series show IC50 in µM; in the data active means a potency from the dose series; further: strong numbers were not always called active
K1F lysis inhibition = protection from phage-mediated lysis, alamar blue read-out – E. coli UTI89, K1F phage, bacterial capsule biogenesis inhibitors (AID 488966); 340,000 tested, 0.02% active; inhibition, % at 100 µM; hits with a dose series show IC50 in µM; E. coli UTI89 K1F phage lysis, alamar blue, 2 h; higher % means a stronger effect;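 active means phage lysis inhibition, versus mean bacterial control, above a set limit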;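 further: capsule biogenesis inhibitors block K1F phage lysis so surviving cells raise fluorescence; higher fluorescence means more inhibition of phage lysis; actives were called in the ten point dose series up to 300 µM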
Salmonella PhoP GFP = PhoP-dependent GFP reporter repression – Salmonella Typhimurium, primary screen (AID 1863); 300,000 tested, 0.16% active; inhibition, % at 50 µM; hits with a dose series show IC50 in µM; S. Typhimurium PhoP-regulated promoter GFP reporter, 4 h; higher % means a stronger effect;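 active means inhibition over 29.93%, a cutoff 3 SD above the screen mean, later confirmed by dose response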;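 further: 0% = low Mg2+ inducing control and 100% = high Mg2+ repressing control; strong numbers were not always called active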
RSV antiviral HEp-2 = inhibition of RSV-induced cytopathic effect – HEp-2 cells, primary 10 µM value included (AID 2391); HEp-2 cells, RSV-induced CPE inhibition; higher % means a stronger effect; CPE inhibition, % at 10 µM, or IC50 in µM where a hit was titrated; 310,000 tested, 0.13% active; in the data active means a potency from the dose series; further: strong numbers were not always called active
MgcRacGAP inhibition = MgcRacGAP GTPase-activating activity inhibitors, confirmation, biochemical, ADP Hunter fluorescence | MgcRacGAP-stimulated Rac1 GTP hydrolysis, ADP Hunter fluorescence; higher % means a stronger effect; GST-tagged Rac1 F28L mutant substrate | one-dose inhibition, % at 30 µM; IC50 in µM for titrated hits | 340,000 tested, 0.6% active | AID 624330;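 active means first-screen hits whose inhibition reached a set limit at any dose in the follow-up dose series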;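 further: fluorescence reports GDP produced by GAP-driven GTP hydrolysis; strong numbers were not always called active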
T cell HTS vesicle-bound % = recorded beside T cell HTS, whose call it bears; double positive events, %; measured here: CD8+ vesicle-bound cell fraction;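 binding gate set so that unloaded-vesicle control wells show 10% double positive cells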
NTR1 agonist cell count 20 µM = further read-out of NTR1 agonist, marked with its call; cell count; measured here: cell count, cytotoxicity flag
Dengue-2 NS5 capping pilot replicate = also measured in Dengue-2 NS5 capping; calls as there; inhibition, %; measured here: pilot screen replicate inhibition
* marks the source's active call; other numbers are inactive results; i = inactive; / = no result given; [ ] = remark or other dose.

SMILES | T cell HTS | T cell HTS vesicle-bound % | SV40 large T antigen | NTR1 agonist | NTR1 agonist cell count 20 µM | Dengue-2 NS5 capping | West Nile virus CPE | K1F lysis inhibition | Salmonella PhoP GFP | RSV antiviral HEp-2 | MgcRacGAP inhibition | others
CCn1c(SCc2cccc(C(F)(F)F)c2)nnc1-c1ccco1 | i | 18 | 0% | 1.4 | 62 | -5% | 0.0% | -0.3% | 7% | 0.8% | 8% | Dengue-2 NS5 capping pilot replicate=0.6
O=C(COC(=O)C1(c2ccc(Cl)cc2)CCCC1)Nc1ncc(C(F)(F)F)cc1Cl | i | 33 | -2% | 4.5 | 71 | -5% | -0.1% | 0.0% | -6% | 2.3% | 9%
O=C(Nc1nccs1)c1cc(S(=O)(=O)N2CCCCC2)ccc1Cl | i | 39 | 8% | -0.3 | 45 | -12% | 0.1% | 0.3% | -6% | 1.2% | 1%
O=C(O)C/C(=C\c1cc(Br)cs1)c1nc2ccccc2o1 | i | 27 | 13% | 0.1 | 47 | -9% | -0.6% | -0.2% | 4% | 1.6% | 2%
Cc1noc(C)c1CSc1ncnc2sc3c(c12)CCCCC3 | i | 14 | 9% | 13 | 67 | -4% | -0.9% | 1.1% | 2% | 2.4% | -2%
CCOc1ccc(N(CC)S(=O)(=O)c2cccc3nsnc23)cc1 | i | 29 | 0% | -0.1 | 59 | 2% | -0.3% | 0.1% | 6% | 2.3% | /
CC(C)CCN1CC(C(=O)NC(C)C)CC1=O (stereo not given) | i | 39 | 2% | -0.1 | 44 | -1% | 0.0% | -0.1% | -14% | 1.0% | 9%
CCOC(=O)CSc1nnc(CSc2nc3sc4c(c3c(=O)[nH]2)CCC4)n1C | i | 46 | 10% | 0.2 | 77 | -7% | 0.6% | 0.1% | -9% | -0.2% | 5%
O=C(CNC(=S)N(Cc1ccccc1)Cc1cccnc1)NC1CCCCC1 | i | 5 | 4% | 1.0 | 45 | -3% | -1.4% | 0.2% | 9% | -0.2% | 8%
Cc1cccc(C(=O)NC2CCN(CC(=O)Nc3ccc4c(c3)OCO4)CC2)c1 | i | 32 | / | 0.0 | 36 | -7% | 0.0% | -0.2% | / | -0.8% | 6%
CC1=C(C(=O)OCC2CCCO2)C(c2ccccc2Cl)NC(=O)N1 (stereo not given) | i | 36 | 20% | -0.8 | 41 | -4% | 0.0% | 0.3% | 2% | 2.8% | 4%
Cc1[nH]c(=O)c(C(=O)/C=C/c2ccccc2F)c2c1CCCC2 | i | 12 | 12% | 12 | 82 | -3% | 0.5% | -0.8% | -9% | -3.5% | 8%
CC(=O)NS(=O)(=O)c1ccc(NC(=O)c2ccc(NC(=O)c3cccs3)cc2)cc1 | i | 38 | / | -0.5 | 47 | 2% | / | 0.5%[50 µM] | / | 2.1% | 5%
CC(C)NC(=O)NC(=O)CSc1nnc(C(F)(F)F)n1C | i | 43 | 4% | 0.1 | 89 | -3% | -0.6% | -0.4% | -1% | 0.9% | 5%
Cc1cc(NC(=O)CCC(=O)N(c2cccc(F)c2)C(C(=O)NC2CCCC2)c2ccc(C)o2)no1 (stereo not given) | i | 14 | 7% | -0.1 | 61 | 2% | 0.0% | 0.8% | 8% | 4.2% | 9%
Cc1ccc(SCC(=O)NCCc2ccccc2)cc1 | i | 55 | 7% | 0.1 | 56 | -10% | 0.0% | 0.2% | 0% | 1.9% | 12%
CCC(=O)Nc1nnc(SCC(=O)NCc2ccc3c(c2)OCO3)s1 | i | 35 | 6% | 2.5 | 47 | -4% | 0.0% | 0.1% | 2% | 1.6% | 6%
CC(C)Cn1c(/C=C/c2ccco2)nc2ccccc21 | i | 42 | 31% | 4.3 | 36 | -6% | -0.8% | 9.2% | 8% | 0.6% | 8%
CCN1CCN(c2nc3ccccc3nc2C(C#N)C(=O)OC2CCCCC2)CC1 (stereo not given) | / | / | 16% | / | / | -6% | 1.4% | 0.2% | -5% | / | 7%
CCN1CCN(c2ccc(S(=O)(=O)N3CCCCC3)cc2NC(=O)c2ccc([N+](=O)[O-])o2)CC1 | i | 41 | 30% | 1.0 | 54 | 5% | / | -1.9%[50 µM] | 9% | -1.8% | 4%

Ordered by count of non-hydrogen atoms (lowest first): some entries from above
SMILES | T cell HTS | T cell HTS vesicle-bound % | SV40 large T antigen | NTR1 agonist | NTR1 agonist cell count 20 µM | Dengue-2 NS5 capping | West Nile virus CPE | K1F lysis inhibition | Salmonella PhoP GFP | RSV antiviral HEp-2 | MgcRacGAP inhibition | others
CC(C)NC(=O)NC(=O)CSc1nnc(C(F)(F)F)n1C | i | 43 | 4% | 0.1 | 89 | -3% | -0.6% | -0.4% | -1% | 0.9% | 5%
CCN1CCN(c2nc3ccccc3nc2C(C#N)C(=O)OC2CCCCC2)CC1 (stereo not given) | / | / | 16% | / | / | -6% | 1.4% | 0.2% | -5% | / | 7%
CCN1CCN(c2ccc(S(=O)(=O)N3CCCCC3)cc2NC(=O)c2ccc([N+](=O)[O-])o2)CC1 | i | 41 | 30% | 1.0 | 54 | 5% | / | -1.9%[50 µM] | 9% | -1.8% | 4%
Cc1cc(NC(=O)CCC(=O)N(c2cccc(F)c2)C(C(=O)NC2CCCC2)c2ccc(C)o2)no1 (stereo not given) | i | 14 | 7% | -0.1 | 61 | 2% | 0.0% | 0.8% | 8% | 4.2% | 9%

Returning to the listing, starting 2 compounds before the break.
SMILES | T cell HTS | T cell HTS vesicle-bound % | SV40 large T antigen | NTR1 agonist | NTR1 agonist cell count 20 µM | Dengue-2 NS5 capping | West Nile virus CPE | K1F lysis inhibition | Salmonella PhoP GFP | RSV antiviral HEp-2 | MgcRacGAP inhibition | others
CCN1CCN(c2nc3ccccc3nc2C(C#N)C(=O)OC2CCCCC2)CC1 (stereo not given) | / | / | 16% | / | / | -6% | 1.4% | 0.2% | -5% | / | 7%
CCN1CCN(c2ccc(S(=O)(=O)N3CCCCC3)cc2NC(=O)c2ccc([N+](=O)[O-])o2)CC1 | i | 41 | 30% | 1.0 | 54 | 5% | / | -1.9%[50 µM] | 9% | -1.8% | 4%
Cc1nnc(SCC(=O)NNC(=O)COc2ccc(Cl)cc2)n1C | i | 31 | 9% | -0.9 | 53 | -1% | -0.1% | -1.4% | -1% | 2.2% | 5%
COCCCNC(=S)N(CCO)Cc1cc2cc3c(cc2[nH]c1=O)OCO3 | i | 57 | 9% | -0.4 | 49 | 2% | -0.4% | -1.2% | -4% | 0.5% | 7%
C=CCn1c(C)cc(C(=O)CSc2nnc(Cc3ccccc3)o2)c1C | i | 8 | 13% | 0.7 | 81 | 2% | 1.6% | 1.1% | -5% | 3.1% | 9%
COc1ccccc1NC(=O)CCCCCN1C(=O)c2cccc3cccc(c23)C1=O | i | 62 | -4% | 0.1 | 61 | 1% | -0.8% | 0.0% | 0% | 4.0% | 11%
CCc1ccc(NC(=O)Cn2ncn3c(cc4ccccc43)c2=O)cc1 | i | 22 | 9% | 0.5 | 50 | 4% | 0.0% | 0.3% | 5% | / | -2%
COc1ccc(CNC(=O)c2csc3c2CCCC3)cc1 | i | 15 | / | 2.6 | 67 | -3% | / | 0.8%[50 µM] | / | 2.3% | 4%
COCCNC(=O)c1ccc(Cn2c(=S)[nH]c3cc4c(cc3c2=O)OCO4)cc1 | i | 24 | 10% | -0.2 | 95 | 0% | 0.3% | 0.5% | 2% | -0.3% | 9% | Dengue-2 NS5 capping pilot replicate=-0.5
COc1ccc(NC(=O)CCC(=O)c2cccs2)c(OC)c1 | i | 22 | 26% | -1.6 | 48 | -6% | -0.4% | 0.7% | -4% | 2.7% | 7%
COc1ccc(Cl)cc1NC(=O)Cn1nnc(C(=O)NCc2ccc3c(c2)OCO3)c1N | i | 10 | -2% | 4.0 | 64 | 3% | 3.4% | 0.2% | -6% | -0.8% | 10%
CCCCC(=O)OCC(=O)c1cc(C)n(-c2c(C)n(C)n(-c3ccccc3)c2=O)c1C | i | 34 | 12% | 0.9 | 43 | -10% | 0.2% | -0.7% | -8% | 0.1% | -2%
CCOC(=O)c1cnc(SC)nc1Oc1cccc(NS(=O)(=O)c2ccc(F)cc2)c1 | i | 38 | 18% | 1.1 | 63 | 5% | -0.5% | -0.1% | 0% | 5.9% | 2%
Cc1cccc(NC(=O)C(=O)NCC2CCCN2S(=O)(=O)c2ccccc2)c1 (stereo not given) | i | 33 | 3% | 1.1 | 59 | 7% | / | 0.2%[50 µM] | 4% | 6.0% | 1%
COCCn1cnnc1SCC(=O)Nc1ccccc1C(=O)Nc1ccc2c(c1)OCO2 | i | 43 | -1% | 1.8 | 70 | -6% | -0.8% | 0.1% | 1% | 0.5% | 5%
CS(=O)(=O)N1CCCC(C(=O)NCc2ccccn2)C1 (stereo not given) | i | 21 | 1% | -0.5 | 59 | -6% | 0.0% | 0.8%[50 µM] | -3% | -0.7% | -1%
CC1(C)C2CCC1(CS(=O)(=O)Nc1ccccc1)C(=O)C2 (stereo not given) | i | 21 | 2% | 0.4 | 59 | 1% | -1.0% | 0.2% | 6% | 1.6% | 11%
Cc1ccc2c(C(=O)CNc3nncs3)c(C)[nH]c2c1 | i | 25 | 6% | 0.0 | 49 | -2% | 0.7% | -0.2% | -10% | -0.3% | 11%
CCOC(=O)C(C)Sc1nnc(Cn2c(=O)sc3ccccc32)n1-c1ccccc1 (stereo not given) | i | 48 | -3% | -1.8 | 66 | 0% | / | 5.6% | 10% | 0.4% | 7%
O=S(=O)(c1ccc2c(c1)CCC2)N1CCNCC1 | / | / | / | 2.0 | 58 | -1% | / | 1.6%[50 µM] | / | / | -1%
Cc1cccc2nc(-c3cccnc3)c(NCCC(C)C)n12 | i | 62 | 28% | 4.2 | 54 | -8% | -1.0% | 1.4% | -2% | 1.2% | -10%
COc1cccc2c1N1C(=O)c3c(C(=O)O)cccc3C1CC2(C)C (stereo not given) | / | / | -4% | / | / | -1% | 0.3% | 0.1% | 2% | / | 1%
CC(OC(=O)Cc1ccccc1F)C(=O)Nc1ccc(Cl)cn1 (stereo not given) | / | / | / | -0.6 | 45 | -2% | / | 0.4%[50 µM] | / | / | -2%
COc1ccc(Cc2cc(-c3ccc(F)cc3)n[nH]c2=O)cc1 | i | 18 | 4% | 3.1 | 58 | / | -0.4% | / | -2% | 15% | /
O=C(Nc1cccnc1Oc1ncnc2cc(Cl)ccc12)c1ccc(F)cc1 | i | 29 | 4% | -1.1 | 58 | / | 0.0% | / | -12% | / | /
